ERAP1 HTS inh: blocks human ERAP1 aminopeptidase activity; Q9NZ08; recombinant ERAP1, Leu-AMC fluorescence, 60 min; inhibition, % at 10.7 µM; 0.15% of 340,000 active; AID 652197;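 active = mean replicate inhibition of at least 30%, or all replicates individually reaching that 30% level; inactive = mean below 30% and not every replicate reaching it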;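 note: 0% = neutral control wells and 100% = L-leucinethiol positive control wells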
Cneo AK release: Cryptococcus neoformans lysis via adenylate kinase release; C. neoformans lysis, adenylate kinase release luminescence, 4 h; normalised: neutral wells 0, clomiphene wells 100; lysis activity, % at 15 µM; 0.2% of 360,000 active;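 active = mean lysis activity across replicates of at least 80%, whatever share of replicates individually reach that level; inactive = mean lysis activity below 80%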
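Test system: log-phase Cryptococcus neoformans yeast cells. Input: 5 × 10^6 yeast cells/mL. Medium: fresh YPD growth medium. Doses: single dose. Incubation: static 4 h at 37 °C with compound, 1 h detection. Measured by: luminescent adenylate kinase detection reagent. Read-out: signal increase indicating cell lysis. Benchmarks: Clomiphene.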
RAD52 inh: inhibitors of human RAD52 DNA annealing | P43351 | recombinant RAD52 DNA annealing, FRET fluorescence | inhibition, % at 18.7 µM | 0.46% of 360,000 active;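 active = every replicate showing at least 50% inhibition; inconclusive = mean inhibition at least 50% but not in every replicate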
RAD54 branch: RAD54 (human) branch migration inhibition. Q92698. inhibition, % at 10.4 µM. 0.14% of 360,000 active. RAD54 Holliday junction branch migration, FAM/BHQ fluorescence;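 active = mean normalized replicate activity at least 40 and at least half of replicates scoring 40 or more; inconclusive = only one of the two criteria met; inactive = mean below 40 and under half of replicates reaching 40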;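 note: 0% = median of neutral control wells and 100% = median of positive control wells; inhibitors cause a drop in the FAM fluorescence signal; in these data hits start at about 50%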
Target sequence (Q92698 whole entry, looked up): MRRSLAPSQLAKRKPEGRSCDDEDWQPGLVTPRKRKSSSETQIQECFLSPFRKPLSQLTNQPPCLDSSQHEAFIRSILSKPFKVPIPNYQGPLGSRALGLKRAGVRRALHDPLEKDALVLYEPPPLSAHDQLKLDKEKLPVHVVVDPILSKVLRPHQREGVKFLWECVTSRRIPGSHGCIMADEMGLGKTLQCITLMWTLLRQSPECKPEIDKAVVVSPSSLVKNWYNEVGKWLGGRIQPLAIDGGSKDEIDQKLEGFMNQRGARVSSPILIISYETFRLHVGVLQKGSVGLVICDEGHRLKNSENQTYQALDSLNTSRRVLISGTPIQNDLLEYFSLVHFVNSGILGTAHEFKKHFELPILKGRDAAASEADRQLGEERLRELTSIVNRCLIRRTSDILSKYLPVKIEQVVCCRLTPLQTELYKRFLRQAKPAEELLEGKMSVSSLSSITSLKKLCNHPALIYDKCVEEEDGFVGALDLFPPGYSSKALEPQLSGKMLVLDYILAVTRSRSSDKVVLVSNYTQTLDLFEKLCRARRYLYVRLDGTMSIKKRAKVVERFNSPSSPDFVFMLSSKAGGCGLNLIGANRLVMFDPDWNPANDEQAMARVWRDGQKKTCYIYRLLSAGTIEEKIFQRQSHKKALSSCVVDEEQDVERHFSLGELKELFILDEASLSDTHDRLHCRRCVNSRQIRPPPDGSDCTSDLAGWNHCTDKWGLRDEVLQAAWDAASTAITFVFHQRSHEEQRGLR
miR-122 sensor: miR-122 inhibition in Huh7 cells; 0.3% of 340,000 active; AID 602342; activation (reporter increase), % at 12.5 µM; Huh7 miR-122 Renilla luciferase sensor, 48 h; neutral wells = 0, positive control = 100;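 active = mean replicate activation score at least 90 and every replicate individually at or above 90; inconclusive = only one of the two criteria met; inactive = neither criterion met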;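 note: higher luciferase means less miR-122 activity so hits act as miR-122 inhibitors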
PGC1a acetyl inh: lowers PGC1a acetylation signal in U2OS cells. AID 651687. inhibition, % at 15.6 µM. AlphaScreen anti-acetyl-lysine; with virally co-expressed GCN5 acetyltransferase. 0.17% of 350,000 active;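 active = every replicate shows inhibition of at least 40%; inconclusive = mean inhibition at least 40% but some replicate below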;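 note: 0% = neutral control wells and 100% = positive control wells; some results beyond the cut were filed as inactive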
PglD inh: inhibitors of Campylobacter jejuni PglD acetyltransferase. purified PglD enzyme, DTNB colorimetric CoA detection. inhibition, % at 12.5 µM. 0.098% of 360,000 active; in the data active = inhibition above about 16%, passing the limit was not always enough; inconclusive = no clear call, values can overlap the other calls; note: strong numbers were not always called active
E-sel inducer: E-selectin induction on HUVECs; HUVEC E-selectin immunofluorescence imaging; normalized: neutral wells 0, TNF-alpha wells 100; P16581; activation, % at 7.58 µM; 0.37% of 260,000 active;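 active = mean E-selectin-positive cell signal at least 10% of the positive control, reached in at least 60% of replicates, without over 20% cell loss; inconclusive = no rule given, readout overlaps actives, possibly toxicity-flagged; inactive = the rest, including those meeting only one limit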;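 note: in these data hits start at about 27%; measured in HUVEC primary endothelial cells; signal is the percent of cells scored E-selectin positive by PE staining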
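Assay system: HUVEC, human umbilical vein endothelial cells / Amount: 3,000 HUVEC/well / Controls: TNF-alpha positive control, DMSO neutral control / Compound dosing: single concentration / Medium: EGM-2 over gelatin coat / Evaluation: percent E-selectin-positive cells / Signal: immunofluorescence imaging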
* hit, by the source's call; [ ] = dose if it differs, or a comment. Random draw from the library; overall some 1.4% were active at least once.

`CC(C)NC(=O)N1c2ccccc2Sc2ccccc21` gave ERAP1 HTS inh 2, Cneo AK release 0, RAD52 inh -16, RAD54 branch -8, miR-122 sensor -3, PGC1a acetyl inh -8 and PglD inh -6.
For NC1=NC(=O)/C(=C/c2ccccc2OS(=O)(=O)c2ccccc2)S1 the results were Cneo AK release -1, RAD54 branch -2, miR-122 sensor -2, PGC1a acetyl inh -2 and PglD inh -3.
Screening CN(C)C(=O)c1ccc(-c2ccc(C3[C@H]4CNC[C@@H]3N4S(=O)(=O)c3ccc(Cl)cc3)cc2)cc1 (stereo partly drawn) returned ERAP1 HTS inh 1, RAD52 inh -34, PGC1a acetyl inh 12 and E-sel inducer 0.3.
`Cc1ccc(S(=O)(=O)N2CCN(C(=O)COC(=O)COc3ccc(Cl)c(C)c3)CC2)c(C)c1` gave ERAP1 HTS inh 2, Cneo AK release 2, RAD52 inh -22, RAD54 branch 0, miR-122 sensor 0, PGC1a acetyl inh -1, PglD inh 0 and E-sel inducer 0.1.
O=C1CC2(CC(c3ccc(Cl)cc3)=NO2)C(=O)N1c1ccccc1 (stereo not drawn) was read as Cneo AK release -1, RAD52 inh -15, RAD54 branch 5, miR-122 sensor -1, PGC1a acetyl inh 18 and PglD inh 0.
CCOn1c(=O)c(-c2ccc(OC)c(OC)c2)[n+]([O-])c2ccccc21 was read as Cneo AK release -1, RAD54 branch 7, miR-122 sensor 2, PGC1a acetyl inh -8 and PglD inh -8.
`COc1cccc2c(=O)cc(C)n(CC(=O)Nc3ccc(C)c(C)c3)c12` gave Cneo AK release 2, RAD54 branch 2, miR-122 sensor -1, PGC1a acetyl inh -1 and PglD inh 2.
CCn1nc(C)c(NC(=O)CCSc2nc(-c3ccco3)cc(C(F)(F)F)n2)c1C was read as Cneo AK release 5, RAD54 branch 5, miR-122 sensor 2, PGC1a acetyl inh -9 and PglD inh 3.
Screening COc1ccccc1OCCNC(=O)c1cccc(S(=O)(=O)N2CCN(C)CC2)c1 returned ERAP1 HTS inh -1, Cneo AK release 0, RAD52 inh 8, RAD54 branch 4, miR-122 sensor -5, PglD inh -4 and E-sel inducer 5.1.
`O=C(c1cccnc1)N1CC2(C1)[C@H](c1ccccc1)[C@H](CO)N2C(=O)c1cccnc1` gave ERAP1 HTS inh -4, RAD52 inh -12, PGC1a acetyl inh -1 and E-sel inducer -0.3.
CC(C)C[C@H](NC(=O)c1[nH]cnc1C(=O)N[C@@H](C)C(=O)OCc1ccccc1)C(=O)OCc1ccccc1 was read as ERAP1 HTS inh 0, Cneo AK release -2, RAD52 inh -4, RAD54 branch -2, miR-122 sensor -8, PGC1a acetyl inh -19, PglD inh -6 and E-sel inducer 0.3.
For c1ccc(Oc2ccc(-c3ccnc4ncnn34)cc2)cc1 the results were ERAP1 HTS inh 1, RAD52 inh -1, PGC1a acetyl inh -3 and E-sel inducer 1.0.
`Clc1ccc2nc(C3CCCCC3)c(CC3CCCCC3)n2c1` gave ERAP1 HTS inh 0, Cneo AK release 1, RAD52 inh -18, RAD54 branch 0, miR-122 sensor 5, PGC1a acetyl inh -7 and PglD inh 5.
Screening CCCC(=O)Nc1c(-c2ccc(OC)cc2)c(=O)c2ccccc2n1C returned Cneo AK release 1, RAD54 branch 11, miR-122 sensor -5, PGC1a acetyl inh 3 and PglD inh -3.
`COc1ccc(-c2cc(C)no2)cc1S(=O)(=O)NCC1CCN(Cc2cc(C)ccc2C)CC1` gave ERAP1 HTS inh -8, Cneo AK release 20, RAD52 inh -14, RAD54 branch 2, miR-122 sensor 2, PGC1a acetyl inh -19 and PglD inh 4.
For CCOC(=O)c1c(CN2CCCCC2)oc2ccc(O)cc12 the results were Cneo AK release 2, RAD54 branch 5, miR-122 sensor -7, PGC1a acetyl inh -13 and PglD inh 2.
Screening CCCC(C(=O)Nc1ccc(S(=O)(=O)N2CCCC2)cc1)c1ccccc1 (stereo not drawn) returned ERAP1 HTS inh -1, Cneo AK release -2, RAD52 inh -6, RAD54 branch 3, miR-122 sensor 1, PGC1a acetyl inh 10 and PglD inh -5.
O=C(CSc1nnc(-c2ccccc2O)n1-c1ccccc1)Nc1cccc(C(=O)O)c1 was read as ERAP1 HTS inh -10, RAD52 inh -25, miR-122 sensor -2, PGC1a acetyl inh 13 and E-sel inducer 0.3.
`Cc1noc(C)c1COC(=O)CNC(=O)c1ccc(Cl)cc1` gave ERAP1 HTS inh -1, Cneo AK release -3, RAD52 inh -1, RAD54 branch -2, miR-122 sensor 2, PGC1a acetyl inh 5, PglD inh -9 and E-sel inducer -0.1.
`COc1ccc(C(=O)CSc2nnc(-c3cc(C)cc(C)c3)o2)cc1` gave ERAP1 HTS inh -3, Cneo AK release -7, RAD52 inh -7, RAD54 branch 5, miR-122 sensor -1, PGC1a acetyl inh 4 and PglD inh 2.
CC(=O)Nc1ccc2c(c1)nc(CCNC(=O)c1ccccc1)n2C was read as Cneo AK release -3, RAD54 branch -6, miR-122 sensor 3, PGC1a acetyl inh 5 and PglD inh -1.
CC(=O)c1ccc(N=Nc2c(C)[nH]n(-c3ccccc3)c2=O)cc1 was read as ERAP1 HTS inh -1, Cneo AK release 2, RAD52 inh -12, RAD54 branch -1, miR-122 sensor 5, PGC1a acetyl inh 21 and PglD inh 1.
CN1CCN(C(=O)C[C@H]2CC[C@@H]3[C@H](COC[C@@H](O)CN3CC3CCOCC3)O2)CC1 was read as ERAP1 HTS inh -2, Cneo AK release 3, RAD52 inh 1, RAD54 branch -7, miR-122 sensor -2[16.7 µM], PGC1a acetyl inh 9, PglD inh -1 and E-sel inducer 0.0.
O=c1[nH]c(/C=C\c2cccs2)nc(O)c1[N+](=O)[O-] was read as ERAP1 HTS inh 6, Cneo AK release 16, RAD52 inh -67, RAD54 branch -5, miR-122 sensor 2, PGC1a acetyl inh 10, PglD inh 3 and E-sel inducer -5.7.
For Cc1cccc2cc(C#N)c(SCC(=O)NCC3CCCO3)nc12 (stereo not drawn) the results were Cneo AK release -3, RAD54 branch 0, miR-122 sensor 4, PGC1a acetyl inh -2 and PglD inh -2.
Screening CCCCn1c(/N=C/c2cc(OC)ccc2O)nc2ccccc21 returned Cneo AK release 0, RAD54 branch 9, miR-122 sensor -1, PGC1a acetyl inh 3 and PglD inh -1.
For CC1(C(=O)NS(=O)(=O)c2ccc3ccccc3c2)CCN1C(=O)Cc1ccc(-c2ccccc2)cc1 (stereo not drawn) the results were ERAP1 HTS inh -1, Cneo AK release 0, RAD52 inh -8, RAD54 branch 4, miR-122 sensor 5, PGC1a acetyl inh 14, PglD inh -1 and E-sel inducer -0.1.
For CC(C)(CO)NC(=S)NCc1ccco1 the results were Cneo AK release -4, RAD52 inh -5, RAD54 branch -12, miR-122 sensor -9, PGC1a acetyl inh 11 and PglD inh -5.
For COc1cccc(CC(=O)OC(C)C(=O)Nc2ccc(Cl)cn2)c1 (stereo not drawn) the results were ERAP1 HTS inh -2, Cneo AK release 8, RAD52 inh -2, RAD54 branch 1, miR-122 sensor -6, PGC1a acetyl inh 10, PglD inh 10 and E-sel inducer -0.1.
`CC(=O)N[C@@H]1C=C[C@H](CC(=O)NCC2CCCCC2)O[C@H]1CO` gave ERAP1 HTS inh 0, Cneo AK release 5, RAD52 inh -6, RAD54 branch -2, PGC1a acetyl inh -10, PglD inh 0 and E-sel inducer -0.3.
CCOc1cc([N+](=O)[O-])cc(/C=N/NC(=O)c2c(-c3ccccc3)noc2C)c1O was read as Cneo AK release -1, RAD54 branch 6, miR-122 sensor -3, PGC1a acetyl inh 8 and PglD inh -6.
C[C@H]1CN([C@@H](C)CO)C(=O)c2cc(C#CC(C)(C)O)cnc2O[C@H]1CN(C)Cc1cncnc1 was read as ERAP1 HTS inh 2, Cneo AK release 70, RAD52 inh 0, RAD54 branch 6, miR-122 sensor inconclusive, PGC1a acetyl inh 17, PglD inh 0 and E-sel inducer 0.3.
`CCN1C(=O)N(C(C)=O)C2C1N(C(C)=O)C(=O)N2C(C)=O` (stereo not drawn) gave ERAP1 HTS inh 3, RAD52 inh -12, miR-122 sensor 4 and PGC1a acetyl inh 0.
For COc1cccc(/C=N/n2c(C)nc3ccccc32)c1OC the results were Cneo AK release 6, RAD54 branch 0, miR-122 sensor 13, PGC1a acetyl inh 4, PglD inh -4 and E-sel inducer 1.3.
CC(C)COC(=O)N1CC(O)CC1C(=O)Nc1ccc2c(c1)OCO2 (stereo not drawn) was read as ERAP1 HTS inh 14, Cneo AK release -1, RAD52 inh -11, RAD54 branch -18, miR-122 sensor -9, PGC1a acetyl inh 5, PglD inh -2 and E-sel inducer 0.5.
COc1ccccc1C(=O)Nc1onc(C)c1C#N was read as ERAP1 HTS inh 0, RAD52 inh 12, PGC1a acetyl inh -1 and E-sel inducer 1.7.
Screening CN1CC(c2ccccc2)C(c2ccc(Cl)cc2)=N1 (stereo not drawn) returned ERAP1 HTS inh 1, Cneo AK release 1, RAD52 inh -13, RAD54 branch -4, miR-122 sensor -4, PGC1a acetyl inh -5, PglD inh 1 and E-sel inducer -0.5.
For CCOC(=O)NCc1ccc(CNC(=O)OCC)cc1 the results were Cneo AK release 0, RAD54 branch 0, miR-122 sensor 0, PGC1a acetyl inh -5 and PglD inh 4.
Cc1cc(C)cc(N(CC(=O)NC2CCCCC2)C(=O)c2ccc(C)s2)c1 was read as Cneo AK release -3, RAD54 branch -2, miR-122 sensor 0, PGC1a acetyl inh -18 and PglD inh -4.
C[C@H](CO)N1C[C@H](C)[C@H](CN(C)Cc2ccc(O)cc2)OCc2cn(nn2)CCCC1=O was read as ERAP1 HTS inh 0, Cneo AK release 6, RAD52 inh -12, RAD54 branch 8, miR-122 sensor -5[16.7 µM], PGC1a acetyl inh -7, PglD inh -1 and E-sel inducer 0.0.
CCCc1c(C)c2ccc(OCC(C)=O)cc2oc1=O was read as Cneo AK release -4, RAD54 branch 5, miR-122 sensor -7, PGC1a acetyl inh -4 and PglD inh -1.
For Cc1[nH]n(-c2ccccc2)c(=O)c1N=Nc1cccc(Cl)c1 the results were ERAP1 HTS inh 0, Cneo AK release -1, RAD52 inh -9, RAD54 branch -6 and PglD inh 0.
Cc1cc(NC(=O)C(C)SCC(=O)Nc2ccccc2N2CCCC2)no1 (stereo not drawn) was read as ERAP1 HTS inh 4, Cneo AK release 6, RAD52 inh -14, RAD54 branch -5, PGC1a acetyl inh 3 and PglD inh 0.
Screening Cc1ccccc1NS(=O)(=O)c1ccc(NS(=O)(=O)c2cccs2)cc1 returned ERAP1 HTS inh -4, Cneo AK release 1, RAD52 inh -20, RAD54 branch 3, PglD inh -3 and E-sel inducer 0.0.
Screening Cc1nc(NC(=O)c2cc3ccccc3o2)ccc1Br returned ERAP1 HTS inh -3, Cneo AK release -3, RAD52 inh -16, RAD54 branch 4, miR-122 sensor -2, PGC1a acetyl inh 8, PglD inh -6 and E-sel inducer 0.0.
For COC(=O)CCc1cccc(CCC(=O)OC)c1 the results were ERAP1 HTS inh 0, Cneo AK release 5, RAD52 inh 7, RAD54 branch -8, miR-122 sensor -4, PGC1a acetyl inh 3, PglD inh -6 and E-sel inducer 0.3.

High-throughput results deposited in PubChem by Broad Institute.
